From PubChem
PfGluPho inh: PfG6PD (Plasmodium falciparum) enzyme inhibition | PfGluPho enzyme, NADPH resazurin-diaphorase fluorescence | inhibition, % at 20 µM | 350,000 tested, 0.78% active | AID 504690;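 active = inhibition reaching at least a set limit at 20 µM in the primary screen, cut at about 59% in these data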;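 note: 0% = DMSO wells with substrate and 100% = DMSO wells lacking glucose-6-phosphate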
SENP8 block-1: inhibitors of human SENP8 protease; purified SENP8, Z-RLRGG-aminoluciferin cleavage, luminescence; 330,000 tested, 1.2% active; AID 2540; inhibition, % at 10 µM; in the data active = inhibition above about 50%
Target sequence (Q96LD8 whole entry, looked up): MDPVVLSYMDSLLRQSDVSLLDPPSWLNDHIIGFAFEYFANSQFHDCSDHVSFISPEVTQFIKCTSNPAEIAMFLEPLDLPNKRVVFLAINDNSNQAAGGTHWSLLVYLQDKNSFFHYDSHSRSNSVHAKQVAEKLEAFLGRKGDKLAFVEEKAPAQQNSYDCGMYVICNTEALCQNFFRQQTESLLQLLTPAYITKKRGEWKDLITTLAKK
Apaf1 inhib: inhibitors of human Apaf-1 apoptosome; O14727; reconstituted apoptosome caspase-3 activity, DEVD-Rh110 fluorescence; inhibition, % at 20 µM; 330,000 tested, 0.71% active; AID 489030; active = inhibition of at least 40% at 20 µM;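 note: plate controls were DMSO wells for no effect and DEVD-CHO caspase inhibitor wells for full effect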
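Material: reconstituted apoptosome with Apaf-1, cytochrome c, caspase-9, procaspase-3, dATP / Buffer or medium: pH 7.5 Hepes buffer with CHAPS, BSA, DTT / Also added: cytochrome c with DEVD-Rh110 / Schedule: compound with Apaf-1, dATP, procaspase-3 30 min, then 50 min reaction, room temperature / Technique: rhodamine 110 fluorescence at Ex 480/Em 540 nm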
SENP6 inh: inhibitors of human SENP6 protease | Recombinant SENP6 catalytic domain, aminoluciferin luminescence | inhibition, % at 10 µM | 330,000 tested, 1.8% active | AID 2599;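 active = inhibition above about 50% at the single tested dose, limit read from the data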;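 note: plate controls were DMSO wells with enzyme for no effect and DMSO wells lacking enzyme for full effect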
Target sequence (Q9GZR1 628-1112 limits assumed): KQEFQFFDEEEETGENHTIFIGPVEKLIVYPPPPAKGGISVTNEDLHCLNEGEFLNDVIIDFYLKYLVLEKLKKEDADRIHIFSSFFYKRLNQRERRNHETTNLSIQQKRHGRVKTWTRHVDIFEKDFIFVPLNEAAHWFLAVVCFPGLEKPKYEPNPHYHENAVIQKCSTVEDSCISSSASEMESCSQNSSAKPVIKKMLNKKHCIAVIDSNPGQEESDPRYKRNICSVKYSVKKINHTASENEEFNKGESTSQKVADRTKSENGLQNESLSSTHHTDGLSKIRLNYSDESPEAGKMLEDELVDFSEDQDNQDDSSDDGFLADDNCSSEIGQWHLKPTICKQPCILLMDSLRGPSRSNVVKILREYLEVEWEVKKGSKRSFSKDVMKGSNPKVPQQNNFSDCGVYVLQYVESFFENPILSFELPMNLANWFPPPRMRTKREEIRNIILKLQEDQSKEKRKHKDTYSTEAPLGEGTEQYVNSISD
SENP7 block: inhibitors of human SENP7 protease; Q9BQF6; recombinant SENP7, Z-RLRGG-aminoluciferin luminescence, 40 min; AID 434973; inhibition, % at 5 µM; 330,000 tested, 1.5% active;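 active = inhibition above about 50% at the single test dose, limit read from the data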;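 note: plate controls were DMSO with enzyme for no effect and no enzyme buffer wells for full effect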
Target sequence (Q9BQF6 706-1050 limits assumed): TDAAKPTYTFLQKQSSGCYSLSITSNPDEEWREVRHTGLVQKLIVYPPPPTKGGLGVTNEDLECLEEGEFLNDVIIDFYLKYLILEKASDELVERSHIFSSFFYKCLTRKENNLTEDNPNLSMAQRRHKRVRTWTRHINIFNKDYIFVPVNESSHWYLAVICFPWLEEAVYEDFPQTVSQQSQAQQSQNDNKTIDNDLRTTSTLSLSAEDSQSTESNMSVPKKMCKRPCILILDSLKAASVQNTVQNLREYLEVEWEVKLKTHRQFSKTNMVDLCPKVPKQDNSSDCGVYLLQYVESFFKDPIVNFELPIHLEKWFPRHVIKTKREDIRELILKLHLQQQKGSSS
SENP1 FRET inh: blocks the human SENP1 SUMO protease catalytic domain; Q9P0U3; recombinant SENP1 catalytic domain, CyPet-SUMO1-YPet FRET cleavage; inhibition, % at 10 µM; 360,000 tested, 0.21% active;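 active = inhibition at least 30% at 10 µM, raw YFP signal under a set limit, fluorescence ratio 0.5 to 1.5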;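 note: 0% = enzyme with DMSO and 100% = no enzyme wells; some results filed as inactive read as strong as hits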
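material = recombinant human SENP1 catalytic domain, His6-tagged | quantity = 20 pM enzyme | reagent = 25 nM SUMO1 FRET substrate | compound dosing = 10 µM single point, 0.5% DMSO | timing = 50 min enzyme reaction, room temperature, light-protected | detection = FRET, CFP and YFP emission | control set = no-enzyme low, enzyme-DMSO high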
HKDC1 inh: HKDC1 (human) hexokinase inhibition. recombinant HKDC1, G6PDH/diaphorase resazurin coupled fluorescence. inhibition, % at 20 µM. 340,000 tested, 0.16% active;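 active = inhibition above about 35% when tested at 20 µM, limit read from the data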;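 note: plate controls were DMSO wells with enzyme for no effect and DMSO wells lacking enzyme for full effect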
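Test system: Recombinant HKDC1 (HK5) hexokinase enzyme, produced in-house | Input: HKDC1 at 5 µg/mL | Buffer or medium: Tris pH 8.0 buffer with MgCl2, Tween-20, BSA, BME | Schedule: 90 min reaction incubation at room temperature, dark | Technique: Resazurin-to-resorufin fluorescence via G6PDH and diaphorase coupling, 525/613 nm | Controls: DMSO wells with and without enzyme mix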
SENP8 block-2: inhibitors of human SENP8 protease | Q96LD8 | 360,000 tested, 0.64% active | AID 602440 | inhibition, % at 20 µM | recombinant SENP8, Nedd8 substrate fluorescence; in the data active = inhibition mostly above about 40%, no sharp cut-off; inactive = mostly below about 27%
Numbers without * were called inactive; . = no result given. Outcome played no part in choosing rows; about 3.6% have a hit in one of these screens.

SMILES	PfGluPho inh	SENP8 block-1	Apaf1 inhib	SENP6 inh	SENP7 block	SENP1 FRET inh	HKDC1 inh	SENP8 block-2
Cc1ccc(S(=O)(=O)N2CCOCC2)cc1C(=O)OCC(=O)NCCc1ccc(F)cc1	-3	11	-8	-2	-1	0	2	-2
Cc1ccc(C(=O)NC2CCCC(C)C2C)cc1S(=O)(=O)N1CCCCC1 (configuration not stated)	5	-7	22	-7	-2	0	0	10
Cc1cccc2cc(CN(C(=O)c3cccs3)c3ccccc3)c(=O)[nH]c12	-13	-3	6	-21	-1	-1	-1	-22
COc1ccc(C(=O)NCCc2nnc3ccc(SCC(=O)Nc4cc(C)on4)nn23)cc1	10	7	-5	0	11	-1	1	-12
COc1ccc(Br)cc1CNC(=O)C1CCCN(S(=O)(=O)N2CC(C)CC(C)C2)C1 (configuration not stated)	21	-3	9	-1	21	0	-1	12
O=C(Nc1nnc(SCc2ccc(F)cc2)s1)C1CC(=O)N(c2ccc3c(c2)OCCO3)C1 (configuration not stated)	-15	-3	15	-4	-5	1	-6	1
COc1ccccc1NS(=O)(=O)c1ccc(Cl)cc1	36	-12	5	-8	-15	-1	-6	18
Cc1ccc(C)c(S(=O)(=O)NCC(=O)Nc2ccc3c(c2)OCO3)c1	-4	-9	2	-5	19	1	-4	0
O=C(NNC(=O)C(O)c1ccccc1)NC1CCCCC1 (configuration not stated)	-7	-5	-7	-5	11	2	-6	4
Cc1c(C(=O)Nc2ccccn2)oc2c(Cl)cccc12	25	-4	6	17	-3	0	-1	2
COc1ccc(C)cc1NC1=C(Cl)C(=O)N(C2CCCCC2)C1=O	33	-5	11	-3	6	-3	3	14
COc1ccccc1N1CCN(C2CCCN(C(=O)c3snnc3C)C2)CC1 (configuration not stated)	7	7	-7	-6	4	-1	-5	2
C/C(=N\NC(=O)c1cccc(Br)c1)c1ccc(Br)cc1	-3	-1	1	-9	-4	0	1	12
O=C(c1ccccc1F)N1CCN(c2ccc([N+](=O)[O-])c(N3CCOCC3)c2)CC1	-8	-4	9	-7	3	1	12	22
Cc1cccc(C)c1NC(=O)c1cc2c(=O)c3ccccc3oc2nc1C(F)(F)F	-6	5	3	-5	5	0	-10	9
COCCn1c(SCC(=O)Nc2ccc(C(N)=O)cc2)nc2c([nH]c3ccccc32)c1=O	-25	9	-9	5	12	1	3	-15
O=c1nc2n(Cc3ccccc3)c3ccccc3cc-2c(=O)[nH]1	.	1	-26	1	7	.	.	.
Nc1cccc(-c2cnc3ccccc3n2)c1	26	51*	9	68*	58*	0	-3	16
O=C(O)CN1C(=O)NC2(CCCc3ccccc32)C1=O (configuration not stated)	-7	-1	3	-5	6	1	-8	5
Cc1ccccc1CC1(CO)CCCN(C(=O)c2cc(Cl)ccc2F)C1 (configuration not stated)	-4	-11	14	-7	-7	2	1	5
COc1ccc(C(C)C)cc1S(=O)(=O)N1CCC(C(=O)N2CCN(C)CC2)CC1	2	5	10	13	4	0	-5	8
Cc1sc2ncn(CC(=O)NCC3COc4ccccc4O3)c(=O)c2c1S(=O)(=O)N1CCOCC1 (configuration not stated)	8	7	10	5	1	1	-12	12
CCOC(=O)c1c(C)[nH]c(C)c1S(=O)(=O)N(C)Cc1ccco1	15	-3	0	-7	14	2	-2	7
CCCCC1(C)NC(=S)N2N1C(=S)NC2(C)CCCC (configuration not stated)	8	-8	1	-20	-4	-1	3	14
CCCCC(=O)NC(c1cccs1)c1cc(Cl)c2cccnc2c1O (configuration not stated)	16	1	8	-8	-4	2	-38	5
CCOc1ccc(OCCCCNCCN)cc1	.	-10	-2	-18	-4	.	.	.
C=CCOc1c(CNn2cn[nH]c2=S)cccc1OC	21	1	-3	-4	4	0	-3	20
CCc1cc(CC)c(/C=N/NC(N)=O)c(CC)c1/C=N/NC(N)=O	15	-2	19	3	-5	2	-5	8
O=C(COC(=O)c1nsc(Cl)c1Cl)NC1CCCC1	-19	-7	1	-3	7	1	6	14
C=CCC1NS(=O)(=O)O[C@H](CCCC)[C@@H]1O (some centres not stated)	11	-13	-10	-6	8	3	-1	9
Cc1ccc(-n2nc3c(SCCN4CCOCC4)nnc(C)c3c2C)cc1	15	-6	-24	-8	11	-37	9	22
CCC(=O)N1CCc2cc(S(=O)(=O)CCC(=O)NC(C)CC)ccc21 (configuration not stated)	0	-8	-1	-12	-8	1	-9	-2
COc1ccc(C2(O)CCN(C(=O)Cc3cccnc3)CC2)cc1	-13	-3	-6	-13	-1	2	1	-9
CC(C)C(=O)Nc1cccnc1	11	-1	-3	1	4	2	-4	7
Cc1cc(C)nc(N/N=C/c2c(C)oc3ccccc23)n1	31	4	2	0	7	-1	-9	-8
CC1CCCC(C)N1/N=C/c1ccc(O)cc1 (configuration not stated)	-9	-1	1	-11	-5	0	0	8
Cc1cc(NS(=O)(=O)c2cn(C)nc2C)no1	12	0	2	-17	-9	2	-4	2
CS(=O)(=O)c1ccc(Cl)c(NC(=O)C2CC(=O)N(Cc3ccco3)C2)c1 (configuration not stated)	4	2	0	6	1	-1	-6	-26
CCOc1ccccc1C(=O)NC1CC2CCCC(C1)N2Cc1ccc(C)cc1 (configuration not stated)	-10	-4	-3	0	-11	2	3	10
Cc1cc(NC(=O)CSc2nccn2C)n(-c2ccccc2)n1	2	-5	0	-11	-7	0	-2	11
Cc1ccc(-c2cc(C(F)(F)F)n3nc(C(=O)Nc4c(C)n(C)n(-c5ccccc5)c4=O)cc3n2)cc1	-15	1	7	6	0	0	1	-18
CCOc1cc(N2CCOCC2)c(OCC)cc1NC(=O)CN1CCN(Cc2ccc3c(c2)OCO3)CC1	17	5	7	18	9	-1	2	6
Cc1cccc(NC(=O)C2CCCN2C(=O)OCC(C)C)c1C (configuration not stated)	10	6	-7	7	4	2	-2	14
Cn1c(/C=C/c2ccccc2)nc2ccccc21	44	97*	2	99*	99*	0	-3	-409
CCOc1ccc(CCNC(=O)c2cnc(C)cn2)cc1OCC	-4	-5	7	4	-3	-1	-6	4
Cc1cc(C(=O)NNC(=O)c2ccc(Cl)cc2)c2ccccc2n1	-11	-3	8	5	9	2	-7	14
O=C(CSc1nnc(-c2ccccn2)n1Cc1ccco1)c1ccc(-c2ccccc2)cc1	11	-11	34	-2	3	-7	-3	-72
O=C1CSC(c2cccnc2)N1CC1CC1 (configuration not stated)	1	-2	-112	4	-1	-2	-6	-8
CCC(=O)N1c2ccccc2NC2=C(C(=O)CCC2)C1c1cccnc1 (configuration not stated)	19	6	-12	12	2	0	-5	-27
COc1ccccc1NC(=O)CSc1nnnn1Cc1ccccc1	2	2	-25	-5	2	2	-5	12
C/C(NC(=O)c1ccccc1F)=C1\C(=O)C[C@@H]2[C@H]1C2(C)C	-14	-7	9	-14	3	-6	1	17
O=C(NC1CCN(S(=O)(=O)c2ccc(F)cc2)CC1)c1ccc(F)cc1	-6	1	3	5	2	1	-1	14
CC(=O)Cn1cnc2c(cnn2-c2ccc(C)c(C)c2)c1=O	1	-20	1	-34	-15	1	-3	8
CC(=O)c1ccc(N2CCN(S(=O)(=O)c3cccc4nonc34)CC2)cc1	3	-1	4	-5	-1	5	0	29
Cc1c(NC(=O)CSCc2c(F)cccc2Cl)c(=O)n(-c2ccccc2)n1C	-4	-6	-7	-7	-20	.	1	.
CN(C)CCNc1c2c(nc3nnnn13)CCCC2	-16	0	-1	-7	1	2	4	-3
CCOC(=O)CSc1nnc(Cn2c(=O)sc3ccccc32)n1-c1ccccc1C	6	2	-3	9	-5	0	-3	2
COc1ccc(C(=S)N2CCOCC2)cc1OS(=O)(=O)c1ccc(Br)cc1	-6	-9	10	-12	-9	-8	0	4
CCC1CCCCN1C(=O)N[C@@H](Cc1ccccc1)C(=O)O (some centres not stated)	-9	-2	-2	-9	-5	0	-13	6
CCCCCCCC(=O)Nc1cc(C(=O)NCc2ccc(C)cc2)ccc1N1CCC2(CC1)CC(c1cccc(Br)c1)=NO2	11	-6	6	-12	-5	-1	-2	2
Additional results
SMILES	PfGluPho inh	SENP8 block-1	Apaf1 inhib	SENP6 inh	SENP7 block	SENP1 FRET inh	HKDC1 inh	SENP8 block-2
O=C(Nn1cnnc1)c1ccncc1	3	-3	1	-10	-13	-1	-2	5
CC1=CC(c2ccccc2)n2nnnc2N1 (configuration not stated)	-5	-6	-7	-12	-1	2	-4	-47
COC(=O)c1cccc(NC(=O)c2cc(OC)c(OC)c(OC)c2Br)c1	-6	-10	-3	-15	3	-1	-3	25
O=C(Nc1ccc(S(=O)(=O)N2CCCCC2)cc1)c1ccc(CN2CCOCC2)cc1	2	-4	3	19	1	2	-6	17
Cc1cc(C)cc(NC(=S)NC(=O)CCN2C(=O)c3ccccc3C2=O)c1	-13	-3	19	-4	-1	0	2	14
O=C(NCCO)c1scc2c1OCCO2	1	0	-3	-13	2	-2	-6	23
COc1ccc(-c2cc(C(=O)NNC(=O)c3csc(N4CCOCC4)n3)c3ccccc3n2)cc1OC	-22	-6	10	-15	-4	-2	0	-396
CC(C)C(=O)NC(=S)Nc1ccccc1C(F)(F)F	3	8	2	2	5	1	-5	17
O=C1[C@H](Cc2ccccc2)NCC=CC[C@H](c2ccc(Cl)cc2)N1Cc1ccccc1	9	.	.	.	.	-3	5	8
CCCCN(C(=O)c1ccc(Cl)c([N+](=O)[O-])c1)c1c(N)n(CCC)c(=O)[nH]c1=O	5	0	-7	-15	-2	0	-3	6
O=C(CN(c1ccc(Br)cc1)S(=O)(=O)c1ccc(Cl)c([N+](=O)[O-])c1)NCCc1ccccc1	-8	8	-10	3	7	0	-4	22
CCOc1cc(C(=O)OC(C(=O)NC(=O)NC)c2ccccc2)ccc1OCC(=O)N1CCOCC1 (configuration not stated)	-5	-12	8	-20	0	5	-9	14
COc1cccc(-n2cnnc2SC(C)C(=O)NC2CCCC2)c1 (configuration not stated)	-8	-13	6	8	-4	1	-3	1

Structures above containing a furan ring, fused or not (5):
SMILES	PfGluPho inh	SENP8 block-1	Apaf1 inhib	SENP6 inh	SENP7 block	SENP1 FRET inh	HKDC1 inh	SENP8 block-2
Cc1c(C(=O)Nc2ccccn2)oc2c(Cl)cccc12	25	-4	6	17	-3	0	-1	2
CCOC(=O)c1c(C)[nH]c(C)c1S(=O)(=O)N(C)Cc1ccco1	15	-3	0	-7	14	2	-2	7
Cc1cc(C)nc(N/N=C/c2c(C)oc3ccccc23)n1	31	4	2	0	7	-1	-9	-8
CS(=O)(=O)c1ccc(Cl)c(NC(=O)C2CC(=O)N(Cc3ccco3)C2)c1 (configuration not stated)	4	2	0	6	1	-1	-6	-26
O=C(CSc1nnc(-c2ccccn2)n1Cc1ccco1)c1ccc(-c2ccccc2)cc1	11	-11	34	-2	3	-7	-3	-72

Part of the list above in a different format:
Each structure is followed by: PfGluPho inh, SENP8 block-1, Apaf1 inhib, SENP6 inh, SENP7 block, SENP1 FRET inh, HKDC1 inh, SENP8 block-2
O=C(NC1CCN(S(=O)(=O)c2ccc(F)cc2)CC1)c1ccc(F)cc1
 : -6, 1, 3, 5, 2, 1, -1, 14
CC(=O)Cn1cnc2c(cnn2-c2ccc(C)c(C)c2)c1=O
 : 1, -20, 1, -34, -15, 1, -3, 8
